# RORgamma inh = ROR gamma (mouse) transcription inhibition | P51450 | Drosophila S2 Gal4-RORgamma UAS-luciferase reporter, 20 h | Potency, µM (series often up to 53.6 µM), for the others: at the highest dose activity change, negative = inhibition, actives largely listed as inhibitors | 5.4% of 310,000 active | AID 2551; also: potency is read from the fitted curve at half-maximal effect; % is scaled to controls: 0 for no effect and ±100 for the full control effect; nearly all actives have a fitted effect of over 60% in size
# Target sequence (P51450 whole entry, looked up, the tested form may be a part): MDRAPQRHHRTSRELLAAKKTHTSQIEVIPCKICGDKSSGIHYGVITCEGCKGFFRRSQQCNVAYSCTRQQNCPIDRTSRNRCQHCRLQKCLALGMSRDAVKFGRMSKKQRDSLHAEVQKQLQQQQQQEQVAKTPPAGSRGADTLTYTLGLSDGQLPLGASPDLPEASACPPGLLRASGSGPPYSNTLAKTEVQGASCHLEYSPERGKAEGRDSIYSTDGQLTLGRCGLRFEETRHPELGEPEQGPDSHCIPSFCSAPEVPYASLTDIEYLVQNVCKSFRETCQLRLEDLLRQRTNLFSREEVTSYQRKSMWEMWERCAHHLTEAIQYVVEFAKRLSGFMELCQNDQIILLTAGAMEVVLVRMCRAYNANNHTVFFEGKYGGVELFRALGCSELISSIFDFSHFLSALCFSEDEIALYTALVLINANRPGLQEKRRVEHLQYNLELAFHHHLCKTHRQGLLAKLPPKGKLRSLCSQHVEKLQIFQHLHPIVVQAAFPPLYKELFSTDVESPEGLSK
#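 Drosophila S2 cells stably expressing Gal4-DBD/mouse RORγ fusion under metallothionein promoter plus UAS-luciferase; compound 1 h, then 700 uM CuSO4 induction for 20 h at ambient temperature; inhibition read as reduced luminescence.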
# Rab9 promoter act = activators of Rab9 promoter; Huh7 Rab9 promoter-luciferase reporter, luminescence, 24 h; AID 485297; 2.8% of 320,000 active; Potency, µM (titrated, usually from 9.22 µM), inactives show at the top dose activation, negative = inhibition, most hits filed as activators; also: potency is read from the fitted curve at half-maximal effect; % of control where 0% means no effect; nearly all actives have a fitted effect of over 60% in size
#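 Cell-based reporter: Huh7 stable for Rab9 promoter-driven luciferase, plated in reduced-serum medium with 10% FBS at 1500 cells/well, compound-treated 24 h at 37 °C, luminescence read after 10 min reagent.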
# MBNL1 CUG block = MBNL1-poly(CUG) RNA binding inhibition; Potency, µM (series often up to 57.5 µM), for inactives: at the highest dose activity change, negative = inhibition, hits mostly inhibitors; 0.036% of 280,000 active; TR-FRET MBNL1-His/biotin-(CUG)12 binding, 665/545 ratio; Q9NR56; active = well fitted inhibition curve with a large enough effect in the signal ratio, with a control signal flat, not every such curve was filed as active; inconclusive = small, poorly fitted or top-dose-only effect, or effect the other way, or a change in a side signal; inactive = no such curve, though single readings can be large or run the other way; the % refers to the signal ratio; also: potency is read from the fitted curve at half-maximal effect; % is scaled to controls: 0 for no effect and ±100 for the full control effect
#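 Compound titration spanned 92 nM–58 uM against the MBNL1-His/biotin-(CUG)12 complex. After 60 min at room temperature with 5 nM streptavidin-XL665 and 0.055 ng/ul terbium anti-His, ratiometric 665/545 nm emission (Ex 340 nm) normalized to controls.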
# Gal4-VP16 FLuc = Gal4-VP16 reporter inhibition counter-screen | Drosophila S2 Gal4-VP16 UAS-luciferase, luminescence, 20 h | Potency, µM (titrated, usually from 53.6 µM), for the others: top-dose activity, negative = inhibition, hits mostly inhibitors | 3.5% of 310,000 active;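 also: Gal4-VP16 expression switched on by copper sulfate through the metallothionein promoter; potency is read from the fitted curve at half-maximal effect; % is scaled to controls: 0 for no effect and ±100 for the full control effect; nearly all actives have a fitted effect of over 50% in size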
# KCNH2 3.1 inh = inhibitors of human KCNH2 3.1 potassium channel isoform; U2OS KCNH2 3.1, thallium flux FluxOr; active compounds read low; activity change, % (tested at about 1.8 µM); 0.95% of 340,000 active; AID 720553;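 active = maximum activity change below -70%; inconclusive = maximum activity change from -70% to -50%; inactive = maximum activity change above -50%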;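 also: thallium influx rate constant from kinetic fluorescence after stimulation buffer; % is scaled to controls: 0 for no effect and ±100 for the full control effect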
#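 Thallium flux read-out: FluxOr dye with Red40 quencher in HBSS/HEPES, 45 min at RT. Rate constants from kinetic reads were normalized to positive and negative DMSO controls. Cells: U2OS virally expressing the 3.1 isoform.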
# ELG1 DNA repair = inhibitors of ELG1-dependent DNA repair in HEK293T cells; HEK293T ELG1-luciferase reporter, luminescence, 16 h; DNA damage induced by 5-fluorouridine; Potency, µM (highest dose often 46.1 µM), inactives show at the top dose activity change, negative = inhibition, most hits filed as inhibitors; 2.3% of 330,000 active; also: potency is read from the fitted curve at half-maximal effect; % is scaled to controls: 0 for no effect and ±100 for the full control effect; nearly all actives have a fitted effect of over 55% in size
#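 HEK293T cells expressing luciferase-tagged ELG1 (2,000/well) received 5-Fluorouridine plus compound or DMSO for 16 hr at 37 °C. Luciferase was read by ONE-Glo luminescence after 30 min at room temperature.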
# FLuc counter = inhibits or activates purified firefly luciferase, miR-21 counter-screen; P08659; purified FLuc, Km substrates, luminescence inhibition; Potency, µM (series often up to 57.5 µM), without a hit: top-dose activity change, negative = inhibition, usual class: inhibitors; 6.9% of 360,000 active; AID 588342;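 also: potency is read from the fitted curve at half-maximal effect; plate controls were vehicle for no effect and reference inhibitor for full effect; nearly all actives have a fitted effect of over 55% in size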
# Target sequence (P08659 whole entry, looked up): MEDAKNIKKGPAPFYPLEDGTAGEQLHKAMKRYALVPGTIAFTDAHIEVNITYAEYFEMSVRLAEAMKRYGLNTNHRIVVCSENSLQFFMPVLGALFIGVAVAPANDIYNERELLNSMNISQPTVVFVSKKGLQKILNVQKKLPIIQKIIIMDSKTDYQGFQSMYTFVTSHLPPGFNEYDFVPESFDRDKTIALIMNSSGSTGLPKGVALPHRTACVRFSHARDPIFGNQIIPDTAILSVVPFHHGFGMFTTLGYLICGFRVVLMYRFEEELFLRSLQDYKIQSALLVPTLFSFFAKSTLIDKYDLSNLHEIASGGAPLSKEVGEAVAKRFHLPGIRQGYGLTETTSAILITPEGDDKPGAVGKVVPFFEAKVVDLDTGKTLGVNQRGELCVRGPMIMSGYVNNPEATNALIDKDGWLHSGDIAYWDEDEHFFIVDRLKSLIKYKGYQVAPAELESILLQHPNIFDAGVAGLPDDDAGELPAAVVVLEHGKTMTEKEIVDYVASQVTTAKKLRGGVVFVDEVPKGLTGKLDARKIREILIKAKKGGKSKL
#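 Purified P. pyralis luciferase, 10 nM final, with Km-level 10 uM D-luciferin and 10 uM ATP in 50 mM Tris acetate pH 7.5, 10 mM Mg acetate, 0.01% Tween-20, 0.05% BSA; 6-point qHTS titration about 60 µM downward; luminescence read.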
# Menin MLL FP TR = inhibitors of human menin-MLL interaction, mutant MLL peptide | O00255 | Menin + Texas Red MLL mutant peptide, fluorescence polarization | Potency, µM (titrated, usually from 61.6 µM), inactives show at the highest dose FP activity change, negative = inhibition, hits mostly inhibitors | 0.23% of 270,000 active | AID 1768; active = well fitted inhibition curve with a large enough effect in the polarisation, with a control signal flat, not every such curve was filed as active; inconclusive = small, poorly fitted or top-dose-only effect, or effect the other way, or a change in a side signal; inactive = no such curve, though single readings can be large or run the other way; the % refers to the polarisation; also: potency is read from the fitted curve at half-maximal effect; % of control where 0% means no effect; many of its hits are not listed in these tables
# PKM2 activator = increases activity of human pyruvate kinase M2 | P14618 | purified PKM2, Kinase-Glo ATP luminescence, activation; response scale: 0% is enzyme alone, no compound | Potency, µM (top dose mostly 57.5 µM), without a hit: at the top dose activation, actives largely listed as activators | 0.34% of 260,000 active | AID 1631; also: potency is read from the fitted curve at half-maximal effect; % is scaled to controls: 0 for no effect and ±100 for the full control effect; nearly all actives have a fitted effect of over 55% in size
#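 Purified hPK-M2 (>95% pure) converted ADP (0.1 mM final) to ATP with 0.5 mM PEP in 50 mM imidazole pH7.2, KCl, MgCl2, Tween 20, BSA; 1 h at room temperature. ATP detected by Kinase-Glo luminescence.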
# NPC1 prom act = activates the NPC1 promoter; Huh7 NPC1 promoter luciferase reporter, 24 h; 2.4% of 320,000 active; Potency, µM (highest dose often 9.22 µM), for the others: at the top dose activation, actives largely listed as activators;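 also: potency is read from the fitted curve at half-maximal effect; % of control where 0% means no effect; nearly all actives have a fitted effect of over 60% in size; reporter is driven by a mutant NPC1 promoter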
#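 Huh7 reporter cells (NPC1 promoter driving luciferase) are dosed with compound for 24 h at 37 °C, 5% CO2; luciferase detection reagent is then added and luminescence measured after 10 min at ambient temperature.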
# Mito fusion yeast = blocks mitochondrial division or promotes mitochondrial fusion; 0.23% of 320,000 active; S. cerevisiae fusion-defective mutant growth rescue, CellTiterGlo 48 h; AID 485298; Potency, µM (series often up to 46.1 µM), without a hit: at the top dose growth rescue (activation), usual class: activators;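 also: potency is read from the fitted curve at half-maximal effect; % of control where 0% means no effect; nearly all actives have a fitted effect of over 45% in size; temperature-sensitive fusion mutants such as fzo1-1 at 37 °C on non-fermentable ethanol glycerol medium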
#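 Read-out: ATP-based luminescence (CellTiterGlo, 10 min ambient) reporting growth of fusion-defective ts yeast after 48 hours at 37C on glycerol/ethanol YPEG medium in the presence of compound.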
# * marks the source's active call; other numbers are inactive results; ? = inconclusive; . = no result given; [ ] = another dose, or the depositor's remark. Unless noted, calls follow the shape of the dose curve; as a rule, active = well fitted curve in the direction sought with a large enough effect; inconclusive = small, poorly fitted or top-dose-only effect, or another doubt; inactive = no such curve, though single readings can be large; an effect the other way counts as inactive or inconclusive. Not all compounds are listed, so the mix of outcomes need not match the whole.
SMILES,RORgamma inh,Rab9 promoter act,MBNL1 CUG block,Gal4-VP16 FLuc,KCNH2 3.1 inh,ELG1 DNA repair,FLuc counter,Menin MLL FP TR,PKM2 activator,NPC1 prom act,Mito fusion yeast
CS(=O)(=O)N1CCc2cc(C(=O)Nc3ccccc3)ccc21,-8%,0%,2%,2%,-14,-4%,0%,-13%,1%,-7%,-7%
CC1CC(C)CN(CCCNC(=O)c2ccc3nc(N4CCOCC4)sc3c2)C1 (stereo not given),11%,0%,11%,-4%,-9,24%,8%,5%,1%,-5%,-2%
CN(C)CC(O)COc1cc2ccccc2cc1C(=O)N1CCCCC1 (stereo not given),-5%,-2%,3%,-4%,-44,0%,3%,-6%,-3%,0%,-3%
O=C(c1cc(Cl)ccc1[N+](=O)[O-])n1cnc2ccccc21,-8%,7%,?,-6%,8,5%,-1%,-20%,3%,-5%,0%
O=C(CSc1nncs1)N1c2ccccc2Sc2ccccc21,0%[10 µM],0%,8%,9%,11,-28%,1%,-15%,17%,-1%,2%
C#CCSc1ncc(S(=O)(=O)c2ccccc2)c(=O)[nH]1,2%,2%,1%,4%,-5,9%,?,1%,4%,-5%,3%
CCN(CC)CCOc1cccc(C(C)C)c1,-14%,-6%,-3%,6%,7,-1%,3%,10%,-2%,-1%,-1%
O=C(O)CC(CNS(=O)(=O)c1ccccc1)c1ccccc1 (stereo not given),-15%,-2%,-12%,-7%,7,14%,1%,3%,2%,-4%,-3%
O=c1c(Cc2ccc(F)cc2)c(O)ccn1CCCN1CCOCC1,8%,-2%,2%,1%,5,1%,-1%,-9%,-2%,-6%,-3%
O=C(c1cc(C2CC2)on1)N1CCOCC1,0%,1%,-4%,4%,3,11%,-1%,6%[11.7 µM],0%,1%,-5%
CC(=O)Nc1cccc(NC(=O)c2ccc3[nH]c(C)c(C)c3c2)c1,20%,27%,7%,-10%,-26,?,11µM*,13%,0%,1%,0%
O=c1c2c3c(sc2n(CCN2CCCC2)c(=O)n1Cc1ccco1)CCCCC3,-34%,3%,-10%,-25%,-35,0%,2%,2%,3%,14%,5%
C=CCNC(=O)O/N=C/c1csc([N+](=O)[O-])c1,15%,3%,.,-3%,-7,14%,-1%,.,-4%,-3%,-4%
C=CCC(=O)NC1CCCc2c1cnn2-c1cc(F)cc(F)c1 (stereo not given),3%,14%,-6%,2%,11,0%,3%,-9%,-7%,-3%,1%
O=C(Cc1ccc(S(=O)(=O)N2CCOCC2)s1)Nc1cc(Cl)ccc1Cl,.,3%,.,.,13,?,3%,.,.,1%,3%
O=C(CSCc1c(F)cccc1Cl)Nc1ccccc1C(=O)N1CCOCC1,10%,-4%,-6%,2%,6,1%,-4%,-2%,2%,-3%,5%
CCc1ccccc1NC(=O)CSc1nc2ccccc2nc1N1CCOCC1,6%,1%,2%,-6%,-9,-18%,5%,-2%,1%,-6%,2%
COC(=O)c1ccc2[nH]ccc2c1,17%,16%,-3%,22%,-6,?,?,11%,1%,17%,3%
COc1ccc(Cl)cc1NC(=O)c1ocnc1C,-15%,7%,-4%,3%,6,0%,3%,12%,-21%,-3%,1%
O=C(CN1CCOCC1)Nc1ncc(Cc2ccccc2Cl)s1,?,2%,-3%,-2%[0.365 µM],10,-15%,1%,-6%,-24%,10%,5%
CN(Cc1cccnc1)C(=O)c1cc(COc2ccc3c(c2)CCCC3)on1,?,?,-5%,?,4,?,11µM*,-16%,-29%,1.3µM*,16%
O=C(CCCN1C(=O)[C@H]2CC=CC[C@H]2C1=O)NCc1nc(-c2ccccc2)no1,29%,-3%,-5%,3%,-17,6%,0%,.,.,-3%,0%
Cc1ccc(CN(C)C(=O)c2ccc(S(=O)(=O)N(C)c3ccccc3)cc2)o1,.,0%,.,.,-5,-18%,1%,.,.,-2%,2%
O=C(Nc1ccc2c(c1)OCCO2)C(=S)NCc1ccccc1,13%,25%,9%,7%,14,?,6µM*,-14%,3%,17%,5%
O=C(COc1ccccc1Cl)N1CCN(c2ccc([N+](=O)[O-])c(N3CCOCC3)c2)CC1,?,2%,31%[activator],-19%,0,?,1%,5%,4%,-4%,1%
Cc1ccc2oc3nc(C)c(C(=O)O)cc3c(=O)c2c1,-25%,2.2µM*,-8%,?,1,?,13µM*,25%,-65%,2.8µM*,-4%
CC(=O)c1ccc(-c2ccc(C(=O)N3CCN(c4ccc(F)cc4)CC3)o2)cc1,?,-1%,?,-12%,?,?,?,-11%,0%,4%,24%
CCNC(=O)CC1C(=O)N(c2ccc(F)cc2)C(=O)N1Cc1cccs1 (stereo not given),6%,-5%,-7%,-2%,-16,10%,0%,1%,-27%,-2%,-3%
Cc1cccc(NC(=O)c2ccc(S(=O)(=O)N3CCCC3)cc2)c1C,3%,1%,-2%,3%,7,0%,-1%,3%,2%,-2%,-2%
OCCC1CN(Cc2cccc3c2OCO3)CCN1C1CCCC1 (stereo not given),1%,-1%,8%,-17%,.,1%,-1%,-12%,18%,-6%,17%
Cc1ccc(S(=O)(=O)N2CCCCCC2)cc1C(=O)NCc1ccccn1,4%,0%,-6%,0%,3,?,7%,-15%,1%,-1%,-2%
CC/C(=N\NC(=O)C1CCCC1)c1cccc(Br)c1,1%,-1%,-1%,21%,4,2%,-2%,.,-7%,-2%,-4%
O=C(NC(NC(=S)Nc1c(Cl)cccc1Cl)C(Cl)(Cl)Cl)c1cccc([N+](=O)[O-])c1 (stereo not given),?,-3%,?,8.9µM*,-8,?,1%,?,-7%,-1%,4%
O=C(Cc1csc(NC(=O)Nc2ccc(Cl)cc2)n1)NC1CCCC1,.,-3%,.,.,2,4%,4.8µM*,.,.,17%,0%
Cc1ccccc1-n1c(SCC(=O)NC2CCS(=O)(=O)C2)nc2ccccc2c1=O (stereo not given),.,-4%,.,.,-16,25%,-1%,.,.,-2%,2%
O=C(NN=C1CCN(Cc2ccccc2)CC1)c1ccccc1O,10µM*,3%,8%,?,1,12%,24µM*,-10%,-2%,-2%,1%
O=C1N/C(=N\c2ccccn2)SC1Cc1ccccc1Cl (stereo not given),0.71µM*,-4%,12%,1µM*,-5,-2%,4%,.,0%,-3%,6%
CCOC(=O)N1CCN(CC(O)COC2CC(C)CCC2C(C)C)CC1 (stereo not given),-2%,-2%,-3%,-1%,-20,-3%,7%,.,2%,-4%,3%
O=C(c1ccco1)N1CCN(C(=O)c2ccc(COc3ccc(F)cc3)o2)CC1,10%,0%,-7%,1%,-49,?,-5%,-5%,4%,0%,14%
O=[N+]([O-])c1ccccc1S(=O)(=O)Nc1cccc(-c2ccc(N3CCCC3)nn2)c1,.,20%,.,.,6,?,17µM*,.,.,23%,16%
COc1ccc(-c2nnc3sc(-c4ccccn4)nn23)cc1,0%,13%,-3%,2%,.,-1%,-1%,4%,-12%,1%,2%
COc1ccccc1C(=O)Nc1ccc(OCC(=O)N2CC(C)CC(C)C2)cc1 (stereo not given),.,-3%,.,.,6,-15%,11µM*,.,.,1%,-4%
CCCc1nnc(NC(=O)C2CC(=O)N(C3CCCC3)C2)s1 (stereo not given),-8%,-2%,-3%,6%,6,6%,2%,0%,-1%,-6%,0%
COc1ccc(C(=O)C2CCCN(C(=O)c3cc(C)nc(C)n3)C2)cc1OC (stereo not given),18%,-3%,-10%,0%,-5,15%,-20%,-8%,-4%,2%,-6%
O=C(NCCC1=CCCCC1)c1ccc(Cl)c([N+](=O)[O-])c1,-8%,4%,?,-21%,15,?,?,2%,8%,2%,-1%
COc1ccc(S(=O)(=O)N2CCN(C)CC2)cc1NC(=O)c1ccccc1,-15%,-10%,1%,2%,14,-4%,0%,5%,2%,-2%,-13%
c1coc(Cn2c(SCc3nc4ccccc4[nH]3)nnc2-c2cnccn2)c1,-27%,1%,3%,-8%,-6,?,6%,-1%,-2%,-5%,-2%

# Source: PubChem BioAssay (National Center for Advancing Translational Sciences (NCATS))
